FUS yeast rescue – rescues growth of FUS-expressing yeast; Potency, µM (top dose mostly 76.6 µM), inactives show top-dose growth rescue (activation), most hits filed as activators; 390,000 tested, 0.24% active; S. cerevisiae FUS-expressing, growth rescue, OD600, 24 h; AID 1347120;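 note: potency is the fitted concentration of half-maximal effect; plate controls were DMSO vehicle for no effect and reference control for full effect; nearly all actives have a fitted effect of over 55% in size; some results filed as inactive show a strong effect at the top dose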
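Compound concentration series was pinned onto galactose-induced FUS-expressing yeast seeded at OD 0.005. Plates sat 24hr at 30C; absorbance at 600 nm gave growth. DMSO served as background control.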
GLP-1R agonist – activates the human GLP-1 receptor; HEK293 GLP-1R CRE-luciferase, luminescence, 4-6 h; cells express a hypersensitive GLP-1R form; Potency, µM (doses to about 45.6 µM), inactives show at the highest dose activation, hits mostly activators; P43220; 380,000 tested, 0.007% active; note: potency is the fitted concentration of half-maximal effect; % of control where 0% means no effect
PTHR1 agonist – PTHR1 (human) receptor agonism; 410,000 tested, 0.075% active; HEK293 GP2 PTHR1 cells, GloSensor cAMP luminescence, 1 h; Potency, µM (doses to about 115 µM), inactives show at the highest dose activation, usual class: activators; note: potency is the fitted concentration of half-maximal effect; nearly all actives have a fitted effect of over 55% in size; some results filed as inactive show a strong effect at the top dose; inactives centre near -15; many of its hits are not listed in these tables
Target sequence (Q03431 whole entry, looked up): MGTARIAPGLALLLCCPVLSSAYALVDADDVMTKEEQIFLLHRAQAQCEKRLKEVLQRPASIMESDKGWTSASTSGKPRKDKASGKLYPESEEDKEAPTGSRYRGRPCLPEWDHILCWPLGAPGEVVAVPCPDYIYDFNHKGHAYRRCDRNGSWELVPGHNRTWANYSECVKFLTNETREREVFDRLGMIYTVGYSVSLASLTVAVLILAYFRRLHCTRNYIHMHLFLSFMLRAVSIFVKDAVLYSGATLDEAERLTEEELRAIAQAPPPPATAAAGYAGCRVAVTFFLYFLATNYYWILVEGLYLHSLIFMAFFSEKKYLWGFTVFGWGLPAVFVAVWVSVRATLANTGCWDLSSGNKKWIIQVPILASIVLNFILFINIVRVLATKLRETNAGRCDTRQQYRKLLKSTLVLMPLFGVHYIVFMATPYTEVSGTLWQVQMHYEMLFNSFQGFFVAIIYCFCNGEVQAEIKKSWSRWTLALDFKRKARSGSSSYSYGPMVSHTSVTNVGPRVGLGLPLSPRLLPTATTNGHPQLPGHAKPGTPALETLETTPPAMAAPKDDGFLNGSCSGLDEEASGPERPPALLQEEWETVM
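HEK-293-derived GP2 cells expressing PTHR1 and a GloSensor cAMP reporter, 3,000/well, plated overnight, given luciferin plus IBMX (each 0.5 mM as added) for 1 h at 37 °C, then compound for 1 h at 37 °C. Luminescence was read after 15 min at room temperature.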
pAkt inh – blocks phosphorylation of Akt. Neuro2A IGF-stimulated pAkt S473 HTRF, 20 min; active compounds read low. activity change, % for hits at 50 µM. 360,000 tested, 0.32% active; in the data active = activity change below about -80%; inconclusive = mostly about -51% to -80%; note: % is set by controls: 0 for no effect and ±100 for the full control effect
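Single-point screen (50 µM final compound) in Neuro2A cells stimulated 20 min with 6 nM IGF at 37 deg C. After lysis, Ser473-phosphorylated Akt read by HTRF (ex 330 nm, em 615/665 nm) as the 665/615 ratio.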
TDP43 rescue – rescues yeast growth from TDP-43 toxicity; TDP-43 expressing yeast growth rescue, BacTiter-Glo, 24 h; Potency, µM (top dose mostly 46.1 µM), for the others: at the top dose growth rescue (activation), actives largely listed as activators; 410,000 tested, 1.8% active; AID 652104; note: potency is the fitted concentration of half-maximal effect; % of control where 0% means no effect; nearly all actives have a fitted effect of over 50% in size
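Yeast expressing TDP-43 (pregrown in raffinose, seeded at OD600=0.02 in galactose medium) exposed to compounds 24 hr at 30 deg C. Growth read by BacTiter-Glo luminescence; rescue of toxicity appears as increased signal.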
aSyn rescue – inhibitors of alpha-synuclein toxicity in yeast; Yeast expressing alpha-synuclein, growth rescue, BacTiter-Glo, 24 h; Potency, µM (titrated, usually from 46.1 µM), for the others: at the highest dose growth rescue (activation), usual class: activators; 370,000 tested, 0.14% active; AID 652106; note: potency is the fitted concentration of half-maximal effect; % of control where 0% means no effect; nearly all actives have a fitted effect of over 65% in size
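Galactose-induced alpha-syn yeast (OD600=0.02, raffinose-pregrown) + pinned cpd, 24 hr, 30 deg C; growth by BacTiter-Glo luminescence. Growth restoration scores as activation.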
Abeta rescue – compounds reversing amyloid beta toxicity in yeast | Potency, µM (titrated, usually from 46.1 µM), without a hit: top-dose growth rescue, most hits filed as activators | 410,000 tested, 0.063% active | AID 1347071 | yeast expressing A-beta42, growth rescue, OD600, 48 h; response scale: 0% DMSO, 100% iron-clioquinol control; note: potency is the fitted concentration of half-maximal effect; nearly all actives have a fitted effect of over 55% in size
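Growth rescue measured by 600 nm absorbance after 48 h yeast culture at 30 C with compound. Values normalized between DMSO and an equimolar ferric chloride plus clioquinol control.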
GLP1R inv ag – inverse agonists of human GLP-1 receptor | P43220 | HEK293 GLP-1R CRE-luciferase, luminescence, 24 h; GLP-1R form is constitutively active | Potency, µM (titrated, usually from 38.3 µM), for inactives: at the top dose activity change, negative = inhibition, most hits filed as inhibitors | 410,000 tested, 1.6% active | AID 624417; note: potency is the fitted concentration of half-maximal effect; % is set by controls: 0 for no effect and ±100 for the full control effect; nearly all actives have a fitted effect of over 55% in size
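Constitutively active GLP-1R drives a cAMP-responsive luciferase in stably transfected HEK293 cells; test compounds are added after overnight (12 h) attachment and left 24 hr, and signal loss in luminescence marks inhibition.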
D3 antag – D3 dopamine receptor (human) antagonism; P35462; D3R cells, DiscoveRx beta-arrestin luminescence, antagonist mode; active compounds read low; max response, negative = inhibition, %; 360,000 tested, 2.5% active; AID 652054; in the data active = max response below about -50%; inconclusive = no clear call, values can overlap the other calls; note: % is set by controls: 0 for no effect and ±100 for the full control effect; mostly tested at two doses, the higher about 12 µM
Target sequence (P35462 whole entry, looked up): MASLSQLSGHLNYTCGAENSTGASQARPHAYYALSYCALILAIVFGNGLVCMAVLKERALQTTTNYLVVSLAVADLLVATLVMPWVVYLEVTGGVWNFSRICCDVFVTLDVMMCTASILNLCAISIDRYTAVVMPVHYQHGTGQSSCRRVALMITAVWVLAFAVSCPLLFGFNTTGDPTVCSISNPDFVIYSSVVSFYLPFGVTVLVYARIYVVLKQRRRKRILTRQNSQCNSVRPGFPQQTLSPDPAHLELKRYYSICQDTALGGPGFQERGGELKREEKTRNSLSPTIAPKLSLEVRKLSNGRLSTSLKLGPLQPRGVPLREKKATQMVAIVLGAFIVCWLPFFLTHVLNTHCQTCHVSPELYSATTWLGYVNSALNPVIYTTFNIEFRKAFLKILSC
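Cells expressing the human receptor were seeded at 1500 cells/well, incubated overnight at 37 degrees C in 5% CO2, then exposed to library compounds with dopamine controls for 90 minutes at 37 degrees C before luminescent detection.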
Numbers without * were called inactive; i = inactive; ? = inconclusive; . = not tested or not shown; & = joins results of further samples; [ ] = remark or other dose. Unless noted, calls come from the whole dose curve; as a rule, active = well fitted curve in the direction sought with a large enough effect; inconclusive = small, poorly fitted or top-dose-only effect, or another doubt; inactive = no such curve, though single readings can be large; an effect the other way counts as inactive or inconclusive. The list is partial; count on the stated rates, not on these rows.

SMILES	FUS yeast rescue	GLP-1R agonist	PTHR1 agonist	pAkt inh	TDP43 rescue	aSyn rescue	Abeta rescue	GLP1R inv ag	D3 antag
COc1ccc(NC(=O)c2cccc(N3C(=O)C4C5C=CC(C5)C4C3=O)c2)cc1Cl (configuration not stated)	13%	6%	-24%	i	-16%	-2%	-10%	-16%	11
O=S(=O)(Nc1ccc(C(O)(C(F)(F)F)C(F)(F)F)cc1)c1cccc2ccccc12	24%	6%	-35%[inhibitor]	i	35µM*	-16%	19%	?	?
CN(CCc1ccccc1)C(=O)c1cccc(NC(=O)Cc2cccc(NC(=O)C3CCN(C(=O)C4CC4)CC3)c2)c1	28%	11%	-4%	i	17%	-10%	8%	4%	-8
CC1(C)Cc2[nH]c(=O)c(C#N)cc2CS1	1%	-11%	i	i	-7%	6%	1%	4%	1
Nc1ccnn1-c1ccccc1	-35%	2%	i	i	-5%	0%	-10%	2%	-3
O=C(Nc1ccc(Cl)cc1)c1cc(S(=O)(=O)N2CCc3ccccc32)ccc1F	9%	.	-33%[inhibitor]	.	15%	.	31%	?	.
Cc1ccc(CNC(=O)Nc2ccc(C)cc2)cc1	-24%	-4%	i	i	4%	-2%	2%	15%	9
CC(OC(=O)c1ccc2ccccc2n1)C(=O)Nc1ccc(N2CCOCC2)cc1 (configuration not stated)	36%	4%	i	i	-2%	-4%	-1%	-4%	-24
O=C(NC1CCCCC1)C(c1cc2ccccc2o1)n1c(=O)c(-c2ccco2)nc2ccccc21 (configuration not stated)	?	.	-72%[inhibitor]	i	9%	4%	-2%	?	-6
CCCCNc1nc2c(-c3cccc(Br)c3)nnn2c2ccccc12	-23%	0%	-19%	.	6%	.	0%	-4%	.
O=C(CCOc1ccccc1)N(Cc1cccnc1)c1nc2c(Cl)cccc2s1	14%	.	-27%	.	10%	.	-62%[inhibitor]	?	.
O=c1c(-c2ccccc2)nnc2sc(COc3ccc(Br)cc3)nn12	-14%	8%	9%	i	-14%	-4%	-22%	14%	-7
COc1ccc(C(=O)NCCn2cc(SCC(=O)N3CCOCC3)c3ccccc32)cc1	21%	-9%	i	i	-19%	-1%	-2%	-28%	11
C/C(=N\NC(=O)c1cccc(S(=O)(=O)N2CCOCC2)c1)c1ccc(C#N)cc1	.	8%	-56%[inhibitor]	i	-5%	0%	10%	7%	-19
CCOc1ccccc1OCCC(=O)Nc1ccc(F)c(Cl)c1	-6%	-2%	-15%	i	-3%	2%	1%	-29%	-5
Cc1cccc(NC(=O)N2CCCC2C(=O)NCc2cccs2)c1 (configuration not stated)	-4%	0%	-2%[57.5 µM]	i	-3%	16%	12%	-2%	0
COc1ccc(NC(C(=O)Nc2cccc(C(C)=O)c2)c2ccccc2)cc1 (configuration not stated)	.	18%	-16%	i	25%	6%	0%	14%	-16
CC1CCCC(NC(=O)C2N(CCCN3CCCC3)C(=O)C3C(C(=O)Nc4cccc(Cl)c4)C4C=CC32O4)C1C (configuration not stated)	15%&-1%	13%	i	i	-1%	0%	11%	?	?
CCOC(=O)c1c(N)c2cc([N+](=O)[O-])cnc2n1C	5%	0%	i	i	2%	1%	14%	7%	12
Cc1ccc(N2CCN(c3cc(C)nc4nc(C)nn34)CC2)c(C)c1	8%	-4%	18%	i	18%	0%	5%	7%	36
COc1cccc(NC(=O)CN(C)C(C)C(=O)Nc2ccc(S(=O)(=O)N3CCOCC3)cc2)c1 (configuration not stated)	-15%	0%	i	i	-1%	0%	2%	3%	14
COc1ccccc1N1CCN(S(=O)(=O)CCNC(=O)c2ccc(OC(C)C)cc2)CC1	22%	5%	-57%[inhibitor]	i	16%	12%	18%	?	29
Cc1ccc(N(CC(=O)NC2CCCCC2)C(=O)CNC(=O)c2ccco2)cc1C	8%	8%	i	i	14%	3%	-3%	-4%	7
Cc1ccc(NS(=O)(=O)c2ccc(CCC(=O)N3CCOCC3)cc2)cc1	0%	1%	-10%	i	6%	-3%	2%	-22%	-1
Cc1sc(-c2cc3c([nH]c2=O)CC(c2ccccc2)CC3=O)nc1-c1ccc(Cl)cc1 (configuration not stated)	4%	.	18%	.	?	.	3%	1.3µM*	.
O=C(c1cccc(S(=O)(=O)N2CCCC2)c1)N1CCCc2ccccc21	-3%	-4%	i	i	1%	1%	9%	?	9
O=c1ccc(-c2ccccc2)n[nH]1	-1%	3%	i	i	-8%	-7%	7%	61%[activator]	-8
C/C(Cl)=C/Cn1c(SC(C)C)nc2c1c(=O)[nH]c(=O)n2C	4%	16%	-14%	i	-3%	-18%	-6%	32%[activator]	-21
Cc1cc(Cl)ccc1OCCCC(=O)NNC(=O)c1ccccc1O	6%	3%	i	i	-18%	-2%	-9%	?	-4
COc1ccc(OC)c(-c2cc(C(=O)NC(C)c3ccccc3)no2)c1 (configuration not stated)	39%	.	-41%[inhibitor]	.	?	.	10%	-9%	.
Cc1ccc(C(=O)NNC(=O)c2ccc(Br)s2)cc1S(=O)(=O)N1CCOCC1	-20%	-1%	-26%	i	0%	-4%	-15%	-20%	-2
O=C(OCCN1CCN(c2ncc(C(F)(F)F)cc2Cl)CC1)c1ccc(Cl)cc1	20%	-5%	-3%[57.5 µM]	i	0%	5%	2%	-1%	-83*
Cc1ccc(NC(=O)C=NOCC(=O)Nc2cc(C)cc(C)c2)cc1	20%	-6%	i	i	7%	-3%	16%	?	0
COc1ccc2c(c1)CCCC21NC(=O)N(CC(=O)c2cc(F)ccc2F)C1=O (configuration not stated)	6%	12%	i	i	3%	9%	2%	9%	-1
CCN(C(=O)COC(=O)c1cc([N+](=O)[O-])ccc1N1CCOCC1)c1ccccc1	16%	1%	-63%[inhibitor]	i	17%	1%	23%	14%	6
CC(=O)C1=C(C)OC(N)=C(C#N)C1c1cccc2ccccc12 (configuration not stated)	17%	-1%	i	i	11%	-10%	-1%	-6%	14
Cc1c(C(=O)Nc2ccc3c(c2)OCO3)sc2ncn(CC(=O)N3CC(C)CC(C)C3)c(=O)c12 (configuration not stated)	10%	-6%	i	i	-12%	4%	3%	0%	-13
Cc1ccc2cccc(OCC(=O)N3CC(C)CC(C)C3)c2n1 (configuration not stated)	0%	2%	?	i	-10%	-3%	-11%	-21%	-7
O=C(COC(=O)c1ccccc1Cl)NC1CCCCCCC1	25%	5%	-18%	i	22%	6%	-6%	-13%	15
COc1cccc(-c2ccc(C#N)c(OC(=O)c3c(Cl)cccc3Cl)n2)c1	.	18%	-1%	i	18%	11%	1%	?	13
Cc1ccc2c(CC(=O)NNC(=O)c3ccccc3)coc2c1	36%	4%	-19%	i	-12%	3%	4%	?	-8
CN(C)CCNC(=O)Cn1ccc2cc(S(=O)(=O)N3CCCCCC3)ccc21	31%&-10%	-3%	-20%&-33%	i	-10%&7%	1%	4%&-17%	?	-55*
C/C(CC(=O)NC1CCCCC1)=N\NC(=O)c1ccccc1C	-4%	3%	i	i	9%	4%	-6%	25%	3
O=c1[nH]c(N2CCCCCC2)nc2ncn(Cc3ccccc3)c12	-19%	-4%	-7%	i	-14%	-1%	-19%	17%	-3
COC(=O)c1cc(NC(=O)CC2NC3CCCCC3NC2=O)cc(C(=O)OC)c1 (configuration not stated)	19%	-6%	1%[57.5 µM]	.	-18%	0%	0%	4%	29

One compound at a time, as listed above:
`COc1cccc(-c2ccc(C#N)c(OC(=O)c3c(Cl)cccc3Cl)n2)c1` across the screens: FUS yeast rescue: .; GLP-1R agonist: 18%; PTHR1 agonist: -1%; pAkt inh: i; TDP43 rescue: 18%; aSyn rescue: 11%; Abeta rescue: 1%; GLP1R inv ag: ?; D3 antag: 13
`CN(C)CCNC(=O)Cn1ccc2cc(S(=O)(=O)N3CCCCCC3)ccc21` across the screens: FUS yeast rescue: 31%&-10%; GLP-1R agonist: -3%; PTHR1 agonist: -20%&-33%; pAkt inh: i; TDP43 rescue: -10%&7%; aSyn rescue: 1%; Abeta rescue: 4%&-17%; GLP1R inv ag: ?; D3 antag: -55*

Other entries follow.
SMILES	FUS yeast rescue	GLP-1R agonist	PTHR1 agonist	pAkt inh	TDP43 rescue	aSyn rescue	Abeta rescue	GLP1R inv ag	D3 antag
O=C(CCN1C(=O)C2CC=CCC2C1=O)N1CCN(c2ccccn2)CC1 (configuration not stated)	4%	-3%	i	i	-10%	-5%	-5%	5%	6
CC(C)[C@H](NC(=O)c1ccccc1Cl)C(=O)OCc1cc(=O)n2cc(Br)ccc2n1	-13%	1%	i	i	-13%	0%	-10%	11%	0
O=C(COC(=O)c1cnccn1)Nc1ncc(Cl)cc1Cl	-3%	-6%	i	i	21%	4%	0%	-2%	9
CN1CCCC(CN2c3ccccc3Sc3ccccc32)C1 (configuration not stated)	-22%	7%&15%	-11%	i	20%	18%	6%	10µM*	3
CCC(=O)N(C1=C(NC(C)C)C(=O)c2ccccc2C1=O)C(C)C	-7%	0%	-36%[inhibitor]	i	1%	5%	19%	9%	-7
COc1ccc(-c2cc(C#N)nc(NN)n2)cc1	15%	-4%	-4%	i	?	-6%	7%	?	?
CCOC(=O)C1CCCN(C(=O)CC(C)c2ccccc2)C1 (configuration not stated)	-10%	-4%	-6%	i	-8%	11%	-8%	-2%	-13
COc1ccc(/C=C2\NC(=O)C(C=NCc3ccccc3)=C2O)cc1	1%	-5%	i	i	25%	-1%	23%	-2%	-13
Cc1nc(SCC(=O)NCCc2ccccc2)c2c(=O)n(C)c(=O)n(C)c2n1	.	3%	-41%[inhibitor]	i	-20%	-1%	-13%	18%	2
CNC(=S)NCCCc1ccccc1	-21%	6%	i	i	1%	14%	?	14%	-2
CC(C)c1ccc(CC(=O)N2CCC2(C)C(=O)Nc2cccc(C#N)c2)cc1 (configuration not stated)	36%	16%	-20%	i	13%	4%	0%	?	17
Cc1cc(C(=O)N/N=C/c2cccc(Cl)c2Cl)no1	25%	3%	-11%[57.5 µM]	i	11%	9%	-7%	28%	14
O=C(CCc1ccccc1)Nc1ncc2c(n1)CCCC2=O	30%	-1%	i	i	-1%	0%	-23%	3%	0

Assay outcomes deposited in PubChem by National Center for Advancing Translational Sciences (NCATS).
